# PKM2 activator: PKM2 (human) enzyme activation | purified PKM2, Kinase-Glo ATP luminescence, activation; response scale: 0% is enzyme alone, no compound | Potency, µM (top dose mostly 57.5 µM), inactives show at the highest dose activation, hits mostly activators | hit rate 0.34% among 260,000; further: potency means the concentration at half of the fitted maximal effect; on the % scale 0 is the no-effect control and ±100 the full control effect; nearly all actives have a fitted effect of over 55% in size
# Target sequence (P14618 whole entry, looked up): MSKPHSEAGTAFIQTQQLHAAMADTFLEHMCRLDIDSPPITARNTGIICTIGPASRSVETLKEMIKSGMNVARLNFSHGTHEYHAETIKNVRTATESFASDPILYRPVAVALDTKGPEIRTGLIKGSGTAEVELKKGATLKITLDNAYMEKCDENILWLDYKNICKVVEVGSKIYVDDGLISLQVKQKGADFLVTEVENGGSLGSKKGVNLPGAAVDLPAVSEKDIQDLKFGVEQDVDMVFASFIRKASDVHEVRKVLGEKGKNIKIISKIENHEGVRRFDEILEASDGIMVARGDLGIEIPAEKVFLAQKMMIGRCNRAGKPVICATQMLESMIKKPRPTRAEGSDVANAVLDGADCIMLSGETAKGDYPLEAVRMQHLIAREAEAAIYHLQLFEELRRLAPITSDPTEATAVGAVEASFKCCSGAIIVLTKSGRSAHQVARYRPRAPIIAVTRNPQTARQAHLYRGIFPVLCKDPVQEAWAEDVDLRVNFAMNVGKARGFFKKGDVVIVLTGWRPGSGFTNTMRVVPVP
#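 Purified hPK-M2 (>95%) run at intermediate activity with 0.1 mM ADP and 0.5 mM PEP in 50 mM imidazole pH 7.2, KCl, MgCl2; 1 h room temperature. ATP formed read by Kinase-Glo luminescence; normalized to uninhibited and no-enzyme controls.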
# BRCA1 expr act: activators of BRCA1 expression. MCF7-BRCA1-FFLuc reporter, luminescence, 48 h; response scale: scaled: vehicle 0%, 10 µM genistein 100%. Potency, µM (doses to about 46.1 µM), without a hit: at the top dose activation, most hits filed as activators. hit rate 1.1% among 380,000; further: potency means the concentration at half of the fitted maximal effect; nearly all actives have a fitted effect of over 80% in size; some results filed as inactive show a strong effect at the top dose
#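 MCF7-BRCA1-FFLuc cells, 2000/well in phenol-red-free MEM, attached 2 h then treated 48 h at 37 C. Luciferase luminescence read 15 min after reagent; normalized to genistein maximum activation (10microM) and DMSO, concentration-response fitted.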
# ELG1 genotox: inducers of genotoxicity in HEK293T ELG1-luciferase cells; Potency, µM (highest dose often 46 µM), for the others: at the top dose activity change, positive = activation, actives largely listed as activators; HEK293T ELG1-luciferase reporter, luminescence, 16 h; hit rate 1.3% among 330,000; further: potency means the concentration at half of the fitted maximal effect; % of control where 0% means no effect; nearly all actives have a fitted effect of over 60% in size
#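 Reporter readout depends on ELG1 protein level, which increases with genetic stress. After 16 hr compound exposure at 37 °C, luciferase activity was quantified using ONE-Glo.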
# Rab9 prom act: activates the Rab9 promoter. Huh7 Rab9 promoter-luciferase reporter, luminescence, 24 h. Potency, µM (doses to about 9.22 µM), for inactives: at the top dose activation, negative = inhibition, usual class: activators. hit rate 2.8% among 320,000; further: potency means the concentration at half of the fitted maximal effect; % of control where 0% means no effect; nearly all actives have a fitted effect of over 60% in size
#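 Using Huh7 cells stably transfected with Rab9 promoter–luciferase, compounds were incubated 24 h at 37 °C, 5% CO2; luciferase luminescence was read 10 min after reagent addition.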
# RORg inh: ROR gamma (mouse) transcription inhibition. P51450. Drosophila S2 Gal4-RORgamma UAS-luciferase reporter, 20 h. Potency, µM (top dose mostly 53.6 µM), for inactives: at the top dose activity change, negative = inhibition, usual class: inhibitors. hit rate 5.4% among 310,000. AID 2551; further: potency means the concentration at half of the fitted maximal effect; on the % scale 0 is the no-effect control and ±100 the full control effect; nearly all actives have a fitted effect of over 60% in size
# Target sequence (P51450 whole entry, looked up, the tested form may be a part): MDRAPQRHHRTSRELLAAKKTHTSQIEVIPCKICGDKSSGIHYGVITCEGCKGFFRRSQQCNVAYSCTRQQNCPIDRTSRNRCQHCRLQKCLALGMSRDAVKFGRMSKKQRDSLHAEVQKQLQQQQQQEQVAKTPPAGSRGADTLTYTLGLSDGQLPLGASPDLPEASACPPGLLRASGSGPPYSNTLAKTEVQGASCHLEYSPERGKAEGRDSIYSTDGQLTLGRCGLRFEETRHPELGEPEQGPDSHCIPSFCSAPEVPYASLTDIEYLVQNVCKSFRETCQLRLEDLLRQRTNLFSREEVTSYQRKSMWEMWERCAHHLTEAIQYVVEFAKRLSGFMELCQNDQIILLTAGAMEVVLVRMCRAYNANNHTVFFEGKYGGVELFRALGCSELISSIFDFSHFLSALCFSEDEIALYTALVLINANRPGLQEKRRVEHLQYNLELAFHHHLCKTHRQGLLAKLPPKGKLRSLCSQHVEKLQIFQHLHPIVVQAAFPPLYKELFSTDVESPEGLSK
#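 A Gal4/UAS one-hybrid system in insect cells: metallothionein-promoter Gal4–ROR gamma fusion plus Photinus luciferase reporter. Copper sulfate 700 uM final, 20 hr ambient incubation, luminescent detection after 10 min with reagent.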
# Giardia kill: Giardia lamblia killing | hit rate 0.15% among 340,000 | AID 540267 | Giardia lamblia trophozoite viability | activity change, % at 7.66 µM, hits read low; in the data active means activity change below about -80%; inconclusive means between about -30% and that limit;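 further: parasites exposed to compound for two days anaerobically before the ATP read; on the % scale 0 is the no-effect control and ±100 the full control effect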
#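 Luminescent ATP signal served as the viability read-out, measured 15-30 min after adding ATP detection reagent to trophozoites that had been incubated with compounds for 48 hrs at 37 deg C anaerobically at 100 cells/well.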
# Gal4-VP16 FLuc: Gal4-VP16 reporter inhibition counter-screen; hit rate 3.5% among 310,000; Potency, µM (top dose mostly 53.6 µM), for inactives: at the top dose activity, negative = inhibition, actives largely listed as inhibitors; Drosophila S2 Gal4-VP16 UAS-luciferase, luminescence, 20 h;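 further: Gal4-VP16 expression switched on by copper sulfate through the metallothionein promoter; potency means the concentration at half of the fitted maximal effect; on the % scale 0 is the no-effect control and ±100 the full control effect; nearly all actives have a fitted effect of over 50% in size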
# p53 reactivation: re-activators of mutant p53. H1299 p53-A138V BP100-luciferase reporter, luminescence, 24 h. Potency, µM (titrated, usually from 92.2 µM), inactives show at the top dose activity change, positive = activation, hits mostly activators. hit rate 0.063% among 320,000; further: potency means the concentration at half of the fitted maximal effect; % of control where 0% means no effect; nearly all actives have a fitted effect of over 45% in size
#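 p53-null H1299 cells stably carrying temperature-sensitive p53-A138V and a BP100-luciferase reporter were pinned with compounds (4-point, 1:5 series) and held 24 hrs at 37 deg C. Luminescence was read 10 min after detection reagent.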
# NPC1 promoter act: activates the NPC1 promoter; Huh7 NPC1 promoter luciferase reporter, 24 h; Potency, µM (highest dose often 9.22 µM), inactives show top-dose activation, most hits filed as activators; hit rate 2.4% among 320,000; AID 485313;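 further: potency means the concentration at half of the fitted maximal effect; % of control where 0% means no effect; nearly all actives have a fitted effect of over 60% in size; reporter is driven by a mutant NPC1 promoter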
#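 Cells: Huh7 expressing luciferase under the NPC1 promoter, 1500/well. Seeded 2 h, compound added, incubated 24 h at 37 °C. Luciferase reagent, 10 min ambient, then luminescence.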
# Menin MLL FP TR: displaces Texas Red mutant MLL peptide from human menin | O00255 | Menin + Texas Red MLL mutant peptide, fluorescence polarization | Potency, µM (highest dose often 61.6 µM), without a hit: at the top dose FP activity change, negative = inhibition, actives largely listed as inhibitors | hit rate 0.23% among 270,000; active means well fitted inhibition curve with a large enough effect in the polarisation, with a control signal flat, not every such curve was filed as active; inconclusive means small, poorly fitted or top-dose-only effect, or effect the other way, or a change in a side signal; inactive means no such curve, though single readings can be large or run the other way; the % refers to the polarisation; further: potency means the concentration at half of the fitted maximal effect; % of control where 0% means no effect; many of its hits are not listed in these tables
# FLuc counter: counter-screen for miR-21 project: firefly luciferase inhibitors or activators; hit rate 6.9% among 360,000; P08659; purified FLuc, Km substrates, luminescence inhibition; Potency, µM (top dose mostly 57.5 µM), without a hit: at the highest dose activity change, negative = inhibition, hits mostly inhibitors;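 further: potency means the concentration at half of the fitted maximal effect; plate controls were vehicle for no effect and reference inhibitor for full effect; nearly all actives have a fitted effect of over 55% in size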
#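 Purified P. pyralis luciferase (10nM final) with 10uM D-luciferin and 10uM ATP (Km levels) in 50mM Tris acetate pH 7.5, 10mM Mg acetate, 0.01% Tween-20, 0.05% BSA; qHTS 6-point titration, ~60 µM downward; luminescence read.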
# Starred values were filed as active, the others as inactive; ? = inconclusive; · = no result given; & = joins results of further samples; [ ] = dose if it differs, or a comment. Unless noted, the call rests on the fitted dose curve; in most records, active means well fitted curve in the direction sought with a large enough effect; inconclusive means small, poorly fitted or top-dose-only effect, or another doubt; inactive means no such curve, though single readings can be large; an effect the other way counts as inactive or inconclusive. The list is partial. The share of hits here may be higher or lower than overall.
SMILES,PKM2 activator,BRCA1 expr act,ELG1 genotox,Rab9 prom act,RORg inh,Giardia kill,Gal4-VP16 FLuc,p53 reactivation,NPC1 promoter act,Menin MLL FP TR,FLuc counter
Cc1ccc(O)c(CNc2nc3ccccc3n2C(C)C)c1,-1%,-14%,-2%,-2%,36%,12,23%,?,-4%,?,-9%
COc1ccc(C2c3[nH]c4ccccc4c3C[C@H]3C(=O)N(c4ccccc4C(=O)N4CCC[C@H]4C(=O)O)C(=O)N23)cc1 (stereo partly drawn),-1%,11%,0%,-7%,?,-2,-1%,·,1%,5%,1%
COc1ccc(Br)c2oc(SC)cc(=O)c12,13%,-1%,6%,-2%,-6%&6%,-10,-2%&-15%,-9%,-5%,8%[94.6 µM],-17%
COc1ccccc1N1CCN(/N=C/c2cccc(OC)c2OC)CC1,12%,72%,4%,11%,7%,8,-1%,-1%,-1%,-10%,?
COc1ccc(C(CNC(=O)c2oc3ccccc3c2C)N2CCCC2)cc1 (stereo not drawn),·,-45%,-1%,-9%,·,-12,·,-7%,-3%,·,21µM*
Cc1ccc([N+](=O)[O-])c(OCCCN2CCCCCC2)c1,-1%,23%,-2%,3%,-14%,-8,3%,0%,6%,-13%,-3%
CCOc1ccc2nc(SCC(=O)NC(=O)NCc3ccco3)[nH]c2c1,0%,-29%,-4%,2%,28%,-6,4%,-8%,-4%,27%,-7%
CCc1nc2ccc(C(=O)N3CCN(c4cccc(C(F)(F)F)c4)CC3)cc2nc1CC,·,-8%,-5%,-1%,30%,-6,1%,1%,0%,·,0%
CCC(C)NC(=O)CCn1c(=O)c2cccn2c2ccc(F)cc21 (stereo not drawn),·,-6%,0%,-1%,33%,-8,-3%,-5%,-3%,?,-1%
O=C(NCc1ccccc1)C(c1cccnc1)N(Cc1ccco1)C(=O)c1ccccn1 (stereo not drawn),2%,-3%,-1%,-4%,-3%,-2,9%,0%,16%,-27%,4%
NCC(c1ccccc1)c1c[nH]c2ccccc12 (stereo not drawn),-11%,-10%,-1%,-1%,-9%,4,-7%,-4%,-2%,7%,0%
COc1ccc(NC(=O)CSC2=NN3CCCC(=O)N=C3S2)c(OC)c1,·,2%,2%[9.26 µM],-4%,-17%,8,-1%,-7%,-3%,8%,-1%
Cc1ccc(NC(=O)c2oc3ccccc3c2C)c([N+](=O)[O-])c1,2%,-3%,19%,?,10%,-7,20%,-1%,?,20%,-14%
COC(=O)c1ccc(CNC(=O)C2CCC(=O)N(CCc3ccccc3)C2)cc1 (stereo not drawn),·,-2%,0%,-2%,-6%,-6,-2%,-2%,-2%,·,0%
CN(C)Cc1c(C(=O)N/N=C/CCc2ccccc2)nnn1-c1nonc1N,4%,10%,4%,-1%,-10%,4,4%,2%,-2%,0%,2%
CC(=O)Oc1ccc(/C=C(\NC(=O)c2ccco2)C(=O)Nc2ccc(C(C)=O)cc2)cc1,·,-2%,8%,0%,1%,-12,12%,1%,8%,14%,-2%
O=C(c1cnc2ccccn2c1=O)N1CCCc2ccccc21,-1%,3%,-7%,-2%,28%,6,5%,-2%,-5%,1%,-2%
COc1ccc(CNc2ncc(-c3ccccc3)n2C)cc1,4%,34%,1%,0%,-32%,-1,-6%,13%,8%,2%,-12%
CCc1c(C2(O)CCCCC2)[nH]c2cc(C(F)(F)F)ccc12,-1%,-76%,-11%,0%,-7%,1,?,·,-1%,?,-2%
CCc1ccc(OC(=O)c2cccnc2)cc1,·,-21%,0%,0%,4%,18,-2%,3%,-4%,-5%,11µM*
C/C(Cc1ccccc1)=N\NC(=O)c1cccnc1,5%,0%,1%,9%,-37%,6,0%,-4%,-2%,10%,3%
COc1ccc(OCCOCCN2CCc3ccccc3C2)cc1,-2%,8%[1.84 µM],-2%,2%,-20%,2,-1%,0%,4%,?,-1%
Cc1ccc2nc3c(cc(C#N)c(=N)n3Cc3cccnc3)c(=O)n2c1,1%,·,4%,-1%,2%,·,1%,4%,-1%,14%,-2%
CCOc1ccc(NC(=O)C/C(N)=N/O)cc1,-9%,24%,2%,-4%,-13%,9,-1%,-2%,0%,9%,0%
CCOC(=O)N1CCN(C(=O)COc2cccc3c2CCN(Cc2ccccc2C)C3=O)CC1,?,-18%,-2%,-12%,?,-4,-19%,-11%,-25%,-16%,2%
CCn1cc(CN2CCCC(C(=O)Nc3ccc(-c4cscn4)cc3)C2)cn1 (stereo not drawn),0%,31%,1%,5%,8%,2,2%,9%,1%,·,0%
CC(OC(=O)c1cccc(NS(C)(=O)=O)c1)C(=O)Nc1ccc(N2CCOCC2)cc1 (stereo not drawn),-1%,2%,3%,-4%,9%,12,7%,24%,1%,1%,-9%
Oc1ccc2ccccc2c1CNc1ccccn1,·,1%,1%,-2%,4%,-3,-4%,3%,1%,46%[activator],?
O=C(CSc1ncnc2nc[nH]c12)N1CCN(c2ccccc2)CC1,-6%,4%[1.84 µM],1%,2%,-3%,3,-8%,-8%,-2%,-15%,-1%
CC1CCCCN1CCNC(=O)c1ccc2c(=O)n(CCc3ccccc3)c(=O)[nH]c2c1 (stereo not drawn),4%,-46%,1%,-6%,4%,26,-3%,11%,-3%,-3%,6%
COc1ccccc1C(=O)Nc1cccc(NC(=O)c2ccccc2C)c1,3%,15%,-8%,0%,?,13,0%,·,3%,2%,?
CCCOn1c(OCC(C)C)nc2ccccc2c1=O,-9%,-16%,-6%,-4%,33%,-3,3%,1%,3%,-6%,-2%
CCC1OC(c2ccc([N+](=O)[O-])cc2)=Nc2ccccc21 (stereo not drawn),-3%[11.5 µM],0%,-6%,-2%,19%,11,19%,·,8%,16%,-5%
Cc1ccc(-c2nnc3c4ccccc4c(C)nn23)cc1S(=O)(=O)N1CCN(CCO)CC1,-7%,-33%,-2%,0%,3%,7,-2%,-15%,4%,?,-17%
Clc1ccccc1Cn1nnc2ccccc21,·,3%,2%,-3%[1.84 µM],5%,-6,15%,-2%,-11%,11%,2%
Cc1ccc(S(=O)(=O)Nc2ccc(Cl)cn2)cc1C,4%,-3%,-1%,0%,1%,-16,8%,·,0%,0%,3%
CC12CCC(=O)N1C(C(=O)NNC(=O)c1ccccc1)CS2 (stereo not drawn),·,-3%,0%,-8%,·,11,·,10%,0%,·,0%
CN(C)/C(=N\O)c1c(Cl)cccc1Cl,0%,37%,2%,-3%,14%,-19,-1%,3%,-6%,·,7%
CNC(=O)c1ccc(NC(=O)/C=C/c2cccc(F)c2)cc1,3%,70%,17%,?,3%,-15,-6%,14%,?,5%,1%
Cc1onc(-c2ccccc2)c1C(=O)NCCCc1ccccc1,·,0%,1%,0%,·,7,·,0%,2%,·,7%
C[N+]1(CC(=O)NNc2c3ccccc3nc3ccccc23)CCOCC1,8%,·,1%,-45%[inhibitor],18%,·,-10%,13%,-33%[inhibitor],-6%,4%
Cc1ccc(OCC(=O)O)c(-n2nc3ccccc3n2)c1,1%,2%,0%,2%,-4%,-9,3%,-1%,-3%,-2%,2%
COc1ccccc1OCCCOc1c(C)cc(C)cc1Br,1%,-7%,-1%,-1%,7%,13,-9%,12%,1%,-6%,?
CCOc1ccc(NC(=S)N2CCC(NC(=O)c3ccco3)CC2)cc1,-2%,-10%,2%,-1%,-7%,-4,5%,12%,-4%,6%,2%
Cc1c(-c2ccccc2)nc(N)c(C#N)c1-c1ccco1,1%,-7%,?,-1%,8%,13,?,-7%,-1%,?,3%
N/C(=N\OC(=O)c1ccc2ccccc2c1)c1ccncc1,-3%,?,4.6µM*,1.4µM*,-30%,-11,-21%,13%,1.3µM*,7%,1.9µM*
COc1ccc(C(=O)COC(=O)C2CCCN2C(=O)C23CC4CC(CC(C4)C2)C3)cc1 (stereo not drawn),4%,-2%,0%,-9%,-1%,1,-2%,1%,-1%,-10%,0%
CCc1nnc(NC(=O)c2ccc(-c3ccccc3F)o2)s1,-5%,?,?,25%,27%,-11,22%,-2%,25%,20%,-14%
Cc1cc(C(=O)NC(C)C2CC2)c(Cl)cc1Cl (stereo not drawn),2%,21%,-1%,2%,1%,-9,-14%,8%,-2%,-7%,-1%
Cn1c(=O)cc(OCC(=O)NCCCN2CCN(c3ccccc3F)CC2)c2ccccc21,-8%,-26%,?,0%,-3%,4,0%,-4%,-1%,-3%,-1%

# Compound activity deposited in PubChem BioAssay by National Center for Advancing Translational Sciences (NCATS).
